BaF3 tox – parental Ba/F3 cell viability inhibition, counter-screen for JAK2V617F inhibitor project, murine pro-B, CellTiter-Glo luminescence; inhibition, % at 5.6 µM; 220,000 tested, 1.1% active; CellTiter-Glo ATP luminescence; AID 1486, 2009;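 active = inhibition above a per-campaign cutoff, the mean inhibition of all tested compounds plus 3 SD, cut at about 27% in these data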;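 note: 0% = DMSO wells and 100% = JAK Inhibitor I control wells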
RBBP9 inhibitor – human RBBP9 inhibitors, primary screen, biochemical, fluorescence polarization, FP-Rh probe, HTS. recombinant RBBP9. AID 1515, 2009. inhibition, % at 7.94 µM. 220,000 tested, 0.2% active. Serine hydrolase RBBP9 (Homo sapiens), O75884;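 active = inhibition above the campaign mean of all tested compounds plus 3 SD, cut at about 14% in these data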;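 note: plate controls were DMSO wells with RBBP9 for no effect and wells lacking RBBP9 protein for full effect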
Target sequence (O75884 whole entry, looked up): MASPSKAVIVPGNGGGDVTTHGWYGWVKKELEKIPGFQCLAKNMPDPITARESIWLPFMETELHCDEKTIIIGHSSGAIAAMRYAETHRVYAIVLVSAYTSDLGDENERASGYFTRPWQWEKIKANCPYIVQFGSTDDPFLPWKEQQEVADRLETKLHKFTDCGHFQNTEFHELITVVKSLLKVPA
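Test system: recombinant human RBBP9; Timing: 30 min then 45 min, 25 °C; Detection: fluorescence polarization; Control set: RBBP9 with DMSO as uninhibited control, no-protein wells as full inhibition; Compound dosing: one concentration, 7.94 µM nominal, 0.794% DMSO; Probe or stimulus: FP-Rh activity-based probe, 375 nM before mixing.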
TRPML3 agonist – human TRPML3 channel agonists, primary screen, cell-based, HEK293 TRPML3-YFP, Fluo-8 calcium fluorescence, 3 µM | activation, % at 3 µM | AID 1448, 2008 | Mucolipin-3 (Homo sapiens), Q8TDD5 | 100% = the carbachol control signal | 220,000 tested, 0.29% active;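 active = activation above its plate's cutoff, the mean activation of the plate's test wells plus 3 SD, cut at about 12% in these data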;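 note: 0% = DMSO only wells and 100% = carbachol wells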
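Material: HEK293 cells stably carrying human TRPML3-YFP; compound dosing: single dose, 3 µM final nominal compound, 0.3% DMSO final; incubation: 1-h 37 °C dye load, 5-s basal, 120-s post-compound reads; technique: Fluo-8 intracellular calcium fluorescence, excitation 470-495 nm, emission 515-575 nm; read-out basis: percent activation from peak-to-basal fluorescence ratio, scaled between DMSO and carbachol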
CHOP inh – inhibitors of CHOP promoter induction, primary screen, cell-based, unfolded protein response, luciferase reporter; CHO-K1 CHOP-promoter luciferase, tunicamycin-induced, 15-18 h; inhibition, % at 10 µM; 220,000 tested, 3.8% active;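 active = compounds that reduced the stress-induced luciferase reporter signal by more than about 70% of percent inhibition, limit read from the data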;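 note: 0% = tunicamycin plus vehicle and 100% = wells without tunicamycin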
PPC-1+TRAIL kill – compounds killing PPC-1 cancer cells with TRAIL present, primary screen, TRAIL potentiator project, ATPLite luminescence, uHTS; PPC-1 cells + TRAIL, ATPLite viability luminescence; cell killing (% activity), % at 4 µM; 220,000 tested, 0.41% active;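 active = cell killing above 50% in the first pass at 4 µM, then a duplicate retest at 5 µM averaging 50% or more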;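 note: plate controls were cells with TRAIL plus DMSO for no effect and medium-only wells lacking cells for full effect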
TNF death inh – inhibitors of TNF-alpha triggered necroptosis, primary screen, cell-based, Jurkat FADD-/-, single concentration | Jurkat FADD-/- TNF necroptosis rescue, ATP luminescence, 24 h; 0 = TNF only, 100 = no-TNF cells | activation (protection from cell death), % at 10 µM | 220,000 tested, 0.068% active;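 active = activation, meaning protection from cell death, of at least 50% relative to plate controls; inactive = activation below 50%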;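 note: necroptosis triggered by 40 ng/mL TNF-alpha added together with compound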
TRPN1 ag – zebrafish TRPN1 channel agonists, primary screen, cell-based, HEK293, calcium fluorescence | transient receptor potential cation channel N1 (TRPN1/NompC), Danio rerio | HEK293 zebrafish TRPN1-YFP, Fluo-8 calcium fluorescence; 100% = response to 87 µM carbachol | activation, % at 3 µM | 220,000 tested, 0.18% active | AID 1424, 2008;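 active = activation above its plate's cutoff, the mean activation of test wells on that plate plus 3 SD, cut at about 19% in these data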;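 note: 0% = DMSO alone and 100% = 87 µM carbachol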
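Material: zebrafish TRPN1-YFP in HEK293 cells; Doses: single test compound dose, 3 µM nominal, 0.3% DMSO; Timing: dye loading 1 h at 37 °C, then 30 min room temperature; Technique: intracellular calcium fluorescence with Fluo-8; Benchmarks: high carbachol 87 µM, low DMSO alone.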
Ba/F3 V617F tox – reduced viability of JAK2V617F-dependent Ba/F3 cells, primary screen, JAK2V617F inhibitor project, cell-based, Ba/F3 EpoR-JAK2V617F, luminescence. ATP luminescence. inhibition, % at 5.6 µM. 220,000 tested, 1.1% active;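 active = inhibition above the campaign mean plus 3 SD over all tested compounds, cut at about 24% in these data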;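 note: cytokine-independent growth of Ba/F3 cells driven by EpoR plus mutant JAK2; 0% = DMSO-treated cells and 100% = JAK inhibitor I control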
Wee1 degr inh – Wee1 degradation inhibitors, primary screen, cell-based, HeLa, Wee1K328M-luciferase, luminescence; Wee1-like protein kinase (Homo sapiens), P30291; HeLa Luc-Wee1K328M stability; 100% = proteasome inhibitor MG132 effect; reporter increase, % at 5 µM; 220,000 tested, 1.2% active; AID 1321, 2008;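 active = activation above the mean of all tested compounds plus 3 SD, set per screening run, cut at about 8.8% in these data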;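 note: cells exposed to compound for 20 h before luminescence read; 0% = DMSO alone and 100% = MG132 at 30 µM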
Target sequence (P30291 whole entry K328M): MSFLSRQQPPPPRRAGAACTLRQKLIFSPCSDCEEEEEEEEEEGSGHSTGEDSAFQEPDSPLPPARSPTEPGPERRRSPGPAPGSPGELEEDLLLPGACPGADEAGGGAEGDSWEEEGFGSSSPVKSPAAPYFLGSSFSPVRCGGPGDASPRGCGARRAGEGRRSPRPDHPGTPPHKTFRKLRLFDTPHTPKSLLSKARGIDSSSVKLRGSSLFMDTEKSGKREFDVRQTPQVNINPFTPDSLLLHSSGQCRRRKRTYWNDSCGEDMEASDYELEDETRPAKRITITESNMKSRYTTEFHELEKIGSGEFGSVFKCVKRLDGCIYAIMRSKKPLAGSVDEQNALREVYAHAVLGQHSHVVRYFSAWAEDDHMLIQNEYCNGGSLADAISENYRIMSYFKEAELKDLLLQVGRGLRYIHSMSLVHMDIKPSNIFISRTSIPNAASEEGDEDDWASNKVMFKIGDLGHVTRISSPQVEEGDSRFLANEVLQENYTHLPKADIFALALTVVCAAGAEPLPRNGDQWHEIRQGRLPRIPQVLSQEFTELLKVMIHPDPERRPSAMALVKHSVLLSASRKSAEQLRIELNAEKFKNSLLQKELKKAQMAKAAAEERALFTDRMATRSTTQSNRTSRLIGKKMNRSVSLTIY
The depositor's hits bear a star; x = not tested or not shown.

molecule,RBBP9 inhibitor,TNF death inh,PPC-1+TRAIL kill,Ba/F3 V617F tox,TRPML3 agonist,TRPN1 ag,BaF3 tox,CHOP inh,Wee1 degr inh
O=C1CSC(c2ccncc2)N1Cc1ccc(F)cc1 (configuration not stated),0,1.4,-8,0,-0.3,-1.2,-1,-4,3
Cc1c(S(=O)(=O)c2ccccn2)c(N)n(Cc2cccc(Cl)c2)c1C,0,-2.6,0,1,0.0,2.0,1,-22,2
COc1c(Cl)cc(C(=O)Nc2ccccc2C(=O)O)cc1Cl,-4,-2.6,11,-4,-0.3,0.1,5,-15,-2
O=C(Nc1cccc(C(=O)O)c1)/C(=C\c1ccccc1)NC(=O)c1ccccc1Cl,-5,-1.5,-5,-2,0.9,1.7,5,20,-1
COc1ccc(NC(=O)c2ccc3c(=O)n(-c4ccc(OC)cc4OC)c(=S)[nH]c3c2)c(OC)c1,-3,-1.8,15,-7,0.9,1.2,3,7,-1
CC(C)c1ccc(OCC(O)Cn2cnc3ccccc32)cc1 (configuration not stated),0,0.1,0,0,-0.6,1.2,1,14,0
Cc1no[n+]([O-])c1COc1ccc(/C=C(\C#N)C(N)=O)cc1,4,-1.3,16,-4,0.7,1.0,3,1,-1
CC1CCC(N(CCCN)Cc2ccco2)CC1C (configuration not stated),-5,2.5,10,1,1.4,1.1,9,24,-4
O=C1CCCC(O)=C1N=Nc1cccc(S(=O)(=O)N2CCOCC2)c1,1,-1.5,1,0,0.2,2.1,-1,-8,0
NNc1nc(-c2ccccc2)cc(-c2ccccc2O)n1,-18,-4.6,4,3,-0.5,0.0,3,40,-3
Cc1cccc(C)c1OCC(=O)N=Nc1c(O)[nH]c2ccc(Br)cc12,2,-0.6,18,0,0.2,-0.1,4,-10,-1
COc1cc(NC(=O)c2cc(C(C)C)on2)c(OC)cc1Cl,2,1.4,0,-5,0.4,-1.0,2,45,-2

Sorted by the number under CHOP inh (highest first): 3 from the list above
smiles | RBBP9 inhibitor | TRPML3 agonist | CHOP inh | Wee1 degr inh
COc1cc(NC(=O)c2cc(C(C)C)on2)c(OC)cc1Cl | 2 | 0.4 | 45 | -2
CC1CCC(N(CCCN)Cc2ccco2)CC1C (configuration not stated) | -5 | 1.4 | 24 | -4
Cc1no[n+]([O-])c1COc1ccc(/C=C(\C#N)C(N)=O)cc1 | 4 | 0.7 | 1 | -1

Further structures
molecule,RBBP9 inhibitor,TNF death inh,PPC-1+TRAIL kill,Ba/F3 V617F tox,TRPML3 agonist,TRPN1 ag,BaF3 tox,CHOP inh,Wee1 degr inh
Cc1ccc(-c2cnc(-c3ccncc3)o2)cc1,0,-4.7,9,3,-0.6,-2.1,7,4,1
CCOc1ccc(/C=N/NC(=S)NC2CC3CCC2C3)cc1 (configuration not stated),-2,-1.2,17,-1,-0.4,0.4,-2,-4,8
CCN1CCN(c2oc(-c3ccco3)nc2C#N)CC1,-19,-0.6,3,3,0.1,3.4,2,-8,0
COC(OC)c1ccnc(-c2ccc(OC(=O)c3ccc(F)cc3)cc2)n1,-4,0.5,-10,1,2.8,5.8,4,30,3
Cc1nc(NC(=O)c2ccccc2)sc1-c1csc(Nc2ccc(F)cc2)n1,-11,-0.7,5,1,1.6,0.9,4,22,-2
O=C(N/C(=C/c1cccc([N+](=O)[O-])c1)C(=O)N1CCCCC1)c1cccs1,-3,3.5,-3,-4,0.9,-1.4,2,21,-4
O=c1oc2cc(O)ccc2cc1-c1nc2c(s1)CCc1ccccc1-2,-3,1.2,6,1,7.6,25*,5,83*,2
COC(=O)c1[nH]c2ccc(C)cc2c1NC(=O)Nc1ccc(OC)cc1,-7,-3.7,11,4,0.4,1.6,2,101*,-1
Cc1cc(C)nc(N2CCC(C(=O)NCc3cccs3)CC2)n1,-1,5.1,19,-4,0.6,1.8,-2,24,-1
CCCCn1c2nc3ccccc3nc2c2c(=O)n(CCC(C)C)cnc21,1,-2.4,5,-5,0.9,-0.1,0,45,-4
O=C(c1ccccc1)C(Sc1ncn[nH]1)c1ccccc1 (configuration not stated),3,-0.5,8,4,-0.6,-1.1,2,-18,0
CC(C)=CCC(C)(C)/C=N/NC(N)=O,-9,1.0,34,-3,0.9,2.8,-4,-5,4
COc1cc(/C=C\C(=O)Nc2cc(=O)n(C)c(=O)n2C)cc(OC)c1OC,-12,0.6,22,5,0.5,2.5,5,-7,3
C=CCc1c(O)nc(SCC(=O)c2ccccc2)[nH]c1=O,0,0.3,14,2,1.0,0.1,-1,17,1
CCCCCOC(=O)C1=C(C)Nc2nnnn2C1c1ccccc1Cl (configuration not stated),-4,-2.1,-18,-4,0.2,-0.5,4,58,-2
CCCn1nnnc1SCC(=O)Nc1nnc(CC)s1,-2,-0.6,9,5,0.2,1.2,3,14,0
O=C(c1sc2cc(F)ccc2c1Cl)N1CCN(c2ccccc2)CC1,-8,1.4,4,1,0.5,1.1,6,68,4
COc1ccc(CCNC(=O)c2c(O)c3c([nH]c2=O)CCCC3)cc1,-5,-0.2,16,4,0.5,-0.8,2,59,-1
COC(=O)c1ccc(NC(=O)C23CCC(C)(C(=O)O2)C3(C)C)cc1 (configuration not stated),1,-0.5,3,-4,-0.5,0.0,1,-12,0
CCC1(C)Cc2c(sc3c2c(=O)n(C)c2nnc(SCC(=O)c4ccc(Cl)cc4)n32)CO1 (configuration not stated),-3,0.3,x,4,0.9,0.3,4,x,3
O=C(Cn1cccc1C(=O)c1ccccc1)NCCN1CCCCCC1,-4,0.1,8,1,-0.5,-0.7,1,-3,1
O=C(c1ccc(OC2CCN(Cc3ccccn3)CC2)cc1)N1CCCC(O)C1 (configuration not stated),2,0.8,-10,-1,0.3,1.4,4,-5,-2
Cc1cccc(NC(=O)c2ccccc2[N+](=O)[O-])n1,-13,-0.6,3,5,1.6,1.8,5,-16,0
CN1/C(=C\C(=O)C(F)F)C(C)(C)c2ccccc21,-9,-2.9,8,-4,0.7,-1.0,4,41,-2

The final six records of the section before open the next one.
molecule,RBBP9 inhibitor,TNF death inh,PPC-1+TRAIL kill,Ba/F3 V617F tox,TRPML3 agonist,TRPN1 ag,BaF3 tox,CHOP inh,Wee1 degr inh
COC(=O)c1ccc(NC(=O)C23CCC(C)(C(=O)O2)C3(C)C)cc1 (configuration not stated),1,-0.5,3,-4,-0.5,0.0,1,-12,0
CCC1(C)Cc2c(sc3c2c(=O)n(C)c2nnc(SCC(=O)c4ccc(Cl)cc4)n32)CO1 (configuration not stated),-3,0.3,x,4,0.9,0.3,4,x,3
O=C(Cn1cccc1C(=O)c1ccccc1)NCCN1CCCCCC1,-4,0.1,8,1,-0.5,-0.7,1,-3,1
O=C(c1ccc(OC2CCN(Cc3ccccn3)CC2)cc1)N1CCCC(O)C1 (configuration not stated),2,0.8,-10,-1,0.3,1.4,4,-5,-2
Cc1cccc(NC(=O)c2ccccc2[N+](=O)[O-])n1,-13,-0.6,3,5,1.6,1.8,5,-16,0
CN1/C(=C\C(=O)C(F)F)C(C)(C)c2ccccc21,-9,-2.9,8,-4,0.7,-1.0,4,41,-2
Nc1nnc(CC(=O)N/N=C/c2cccc([N+](=O)[O-])c2)s1,-9,-1.3,-5,1,-0.8,-0.6,10,7,-4
CCOc1cc(C(=O)Nc2ccon2)cc(OCC)c1OCC,-3,-1.1,-18,-2,0.0,-0.3,2,27,-1
COc1ccc(C(=O)NCc2nnc(SCC(=O)Nc3nc4ccccc4s3)o2)cc1OC,-4,1.2,-2,1,0.0,-0.6,8,26,-2
CCC(=O)Nc1nnc(SCCOC)s1,-1,-0.4,3,1,-0.1,0.3,5,-14,-1
O=C(Cn1cc(C(=O)c2ccco2)c2ccccc21)NC1CCCC1,-6,1.4,6,1,0.1,0.5,2,22,3
S=c1[nH]ccn1Cc1ccccc1,-8,-0.6,18,-1,0.2,0.5,6,3,0
CN1CCN(C(=S)C(=O)Nc2ccccc2)CC1,-7,-0.3,23,1,0.8,2.5,3,-15,0
COc1ccccc1-c1noc(-c2ccccc2C(=O)Nc2ccccc2)n1,-8,0.0,7,1,-0.3,0.0,4,36,7
O=C(Nc1ccc(Cc2ccc(NC(=O)C3CC3)cc2)cc1)C1CC1,-10,-0.2,-1,2,0.4,-0.7,5,-4,0
Cn1c(CCc2ccccc2)n[nH]c1=S,-4,-0.4,8,-4,1.2,0.7,3,-5,-1
CCN1CCN(C(=O)CSCc2nc(-c3ccc(OC)c(OC)c3)oc2C)CC1,-5,0.3,2,-1,0.7,1.7,6,-12,-1

From PubChem BioAssay
